5HT1E ag: activates the human 5-HT1E serotonin receptor; P28566; CHO 5-HT1E Ga15 NFAT-bla reporter, FRET; 0% DMSO wells, 100% control agonist wells; activation, % at 6 µM; 65,000 tested, 0.69% active; AID 574;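 active = activation above a set limit, the screen-wide mean activation plus 3 SD, cut at about 8.5% in these data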;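 note: 100% = positive control agonist at 1 µM giving full maximal response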
5-HT1A blocker: 5-HT1a (human) receptor antagonism; P08908; CHO 5-HT1a Ga15 NFAT-bla reporter, antagonist mode; inhibition, % at 10 µM; 62,000 tested, 0.68% active; AID 612;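 active = inhibition above the mean of all tested compounds plus 3 SD, cut at about 43% in these data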;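 note: receptor stimulated by 5-CT agonist at 100 nM near EC80; beta-lactamase reporter measured by ratiometric fluorescence of a cleavable substrate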
HTR1E antagonist: blocks the human 5-HT1E serotonin receptor | P28566 | CHO 5-HT1E Ga15 NFAT-bla reporter, FRET, antagonist | inhibition, % at 6 µM | 65,000 tested, 0.99% active | AID 571;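 active = inhibition above a set limit, the mean inhibition across every tested compound plus 3 SD, cut at about 29% in these data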;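 note: signal is the 460 over 535 nm emission ratio of beta-lactamase substrate; 0% = agonist plus DMSO wells and 100% = wells without agonist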
MMP-13 inhibitor: inhibitors of human MMP13; P45452; MMP-13 fTHP FRET cleavage, Mca fluorescence; inhibition, % at 4 µM; 65,000 tested, 0.07% active; AID 570;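 active = inhibition above the mean of compound-free control plate wells plus 3 SD, cut at about 14% in these data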;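 note: 0% = DMSO wells and 100% = wells with reference MMP-13 inhibitor after basal subtraction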
RORa activator: activates the human nuclear receptor RORA. CHO-K1 Gal4-RORA LBD luciferase reporter, luminescence; percent increase over mock-subtracted basal signal. activation, % at 10 µM. 65,000 tested, 1.5% active. AID 560;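 active = activation above the mean of all tested compounds plus 3 SD, cut at about 49% in these data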;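 note: 0% = DMSO-treated RORA cells and 100% = added signal equal to DMSO minus mock-transfected cells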
Target sequence (P35398 whole entry, looked up, the tested form may be a part): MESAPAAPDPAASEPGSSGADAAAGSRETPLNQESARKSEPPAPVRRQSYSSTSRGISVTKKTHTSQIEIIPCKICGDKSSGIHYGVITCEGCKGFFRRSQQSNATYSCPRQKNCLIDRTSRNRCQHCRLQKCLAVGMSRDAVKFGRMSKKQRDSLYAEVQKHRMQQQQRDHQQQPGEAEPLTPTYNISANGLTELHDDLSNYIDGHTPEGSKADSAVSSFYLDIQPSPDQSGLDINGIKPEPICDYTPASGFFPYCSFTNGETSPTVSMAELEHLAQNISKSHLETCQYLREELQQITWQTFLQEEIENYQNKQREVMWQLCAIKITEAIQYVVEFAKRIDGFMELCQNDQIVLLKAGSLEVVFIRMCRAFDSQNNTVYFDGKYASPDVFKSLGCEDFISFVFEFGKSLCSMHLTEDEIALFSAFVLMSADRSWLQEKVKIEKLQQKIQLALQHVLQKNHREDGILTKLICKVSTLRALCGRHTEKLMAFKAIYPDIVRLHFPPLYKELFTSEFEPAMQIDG
NADH coupling: blocks coupling enzymes of NAD/NADH assays | coupled PK/LDH NADH assays, four targets | IC50, µM (highest dose often 10 µM), for inactives: at the highest dose inhibition | 65,000 tested, 0.02% active | AID 774;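 active = single-dose screening hits from any of four coupled enzyme assays that gave an IC50 when retested across doses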;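 note: the DPM-DC format reads NADH fluorescence rather than 340 nm absorbance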
Ecoli tolC: E. coli tolC mutant growth inhibition. E. coli BW25113 tolC mutant growth, OD615. 65,000 tested, 2.2% active. growth inhibition, % at 10 µM (by protocol). AID 573;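 active = growth inhibition at or above a cutoff equal to the mean over every tested compound plus 3 SD, cut at about 60% in these data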;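 note: growth measured after 20 h incubation at 37 °C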
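Assay system: tolC-deleted E. coli BW25113. Medium: kanamycin-containing LB broth (50 µg/mL). Dosing: 10 µM final, single dose. Timing: bacterial growth with compound for 20 h at 37 °C. Detection: A615 absorbance measurement. Read-out basis: growth inhibition in percent.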
HTR1A agonist: agonists of human 5-HT1a serotonin receptor. activation, % at 10 µM. CHO 5-HT1a Ga15 NFAT-bla reporter, FRET ratio; 0% basal, 100% maximal reference agonist. P08908. 65,000 tested, 0.56% active;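 active = activation above the screen-wide mean activation plus 3 SD, cut at about 19% in these data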;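 note: 0% = DMSO wells and 100% = 5-CT at EC100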
SF1 activator: activates the human nuclear receptor SF-1 | Q13285 | AID 522 | CHO-K1 Gal4-SF-1 LBD luciferase reporter; % increase over DMSO SF-1-specific signal | activation, % at 10 µM | 65,000 tested, 1.9% active;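 active = activation above the mean activation of all tested compounds plus 3 SD, cut at about 50% in these data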
Target sequence (Q13285 whole entry, looked up, the tested form may be a part): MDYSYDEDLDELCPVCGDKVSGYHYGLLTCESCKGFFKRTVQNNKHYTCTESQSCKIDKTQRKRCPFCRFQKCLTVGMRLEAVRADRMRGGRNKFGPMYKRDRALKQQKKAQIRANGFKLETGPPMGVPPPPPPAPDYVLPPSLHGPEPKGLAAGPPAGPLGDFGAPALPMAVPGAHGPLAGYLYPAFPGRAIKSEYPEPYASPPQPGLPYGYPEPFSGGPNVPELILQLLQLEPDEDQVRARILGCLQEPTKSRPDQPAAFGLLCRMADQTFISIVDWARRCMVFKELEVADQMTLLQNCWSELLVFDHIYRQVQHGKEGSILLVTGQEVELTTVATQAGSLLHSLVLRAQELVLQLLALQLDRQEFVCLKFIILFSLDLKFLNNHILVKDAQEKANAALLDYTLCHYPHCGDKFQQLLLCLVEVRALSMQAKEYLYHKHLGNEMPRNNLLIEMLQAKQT
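Material: Transient Gal4-SF-1 LBD reporter, CHO-K1 | Input: 4,000 cells/well | Dosing: One dose, 10 µM compound, 1% DMSO | Incubation: 20 h compound treatment, 37 °C | Detection: SteadyLite luciferase luminescence | Evaluation: Percent activation relative to DMSO median and mock-transfected background | Benchmarks: DMSO-treated SF-1-transfected cells as negative, DMSO-treated mock-transfected cells lacking SF-1 as background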
* = called active by the depositor; . = not tested or not shown; [ ] = dose if it differs, or a comment.

SMILES	5HT1E ag	5-HT1A blocker	HTR1E antagonist	MMP-13 inhibitor	RORa activator	NADH coupling	Ecoli tolC	HTR1A agonist	SF1 activator
CCc1nc2c(sc3nc4c(cc32)COC(C)(C)C4)c(=O)n1Cc1ccco1	1.6	-22.1	-4.0	-4.2	-10.6	5.0%	17.0	2.0	-4.2
COc1ccc(NC(=O)c2cccs2)cc1O	-0.8	2.4	0.6	-1.6	-12.4	6.0%	-14.4	-2.9	8.7
COc1ccc(C(=O)Nc2ccc(Cl)cn2)cc1Cl	1.3	-5.7	-9.8	3.2	48.0	6.0%	19.7	-0.8	45.4
Cc1nc2cc(C(=O)O)ccc2s1	-0.8	-5.5	0.3	-5.7	21.0	6.0%	-17.1	-3.5	53.3*
COc1ccc2[nH]c(=O)c(C(c3nnnn3C(C)(C)C)N(Cc3ccco3)CC3CCCO3)cc2c1 (centres undefined)	0.8	36.0	-5.4	-10.0	8.7	12.0%	5.7	0.3	0.2
Cc1cc2oc(=O)cc(Cn3ccnc3)c2cc1C	-1.0	10.7	8.5	-2.8	6.4	5.0%	10.7	-0.8	3.4
Cc1c(-c2nc(N)nc(Nc3ccccc3)n2)oc2ccccc12	1.7	27.0	5.5	-1.1	88.7*	3.0%	98.4*	3.5	161.7*
c1ccc(CCNc2nc3ccccc3n3nnnc23)cc1	-0.1	0.3	8.0	-4.2	28.3	7.0%	-28.6	0.0	7.4
CC(NC(=O)Cc1ccc(F)cc1)C(c1cccs1)N1CCN(C)CC1 (centres undefined)	0.0	-3.0	2.7	3.0	-0.8	6.0%	-12.5	-3.5	-6.5
O=C(O)c1[nH]c2ccccc2c1CC(=O)N1CCOCC1	-0.8	-5.7	7.3	-4.4	-2.6	0.0%	-9.8	-1.9	-2.4
Cc1[nH]c2ccccc2c1C(=O)COC(=O)C1CCC(=O)N1 (centres undefined)	-0.3	-12.3	-4.8	-6.9	5.1	7.0%	-0.3	-3.0	12.2
CC(NC(=O)C1CCCCC1)C(c1cccs1)N1CCN(C)CC1 (centres undefined)	-0.6	0.5	7.1	4.1	3.3	3.0%	-13.9	-2.3	2.5
Nc1nnc(CSCc2ccc(F)cc2)s1	-0.4	.	-5.2	0.8	-22.0	1.0%	-3.3	-0.8	-13.3
Cc1ccc(C2C(C#N)=C(N)SC(N)=C2C#N)o1	-1.4	25.7	8.7	-13.9	2.4	7.0%	-6.1	-0.9	-9.0
O=C(CCCC(=O)N(CC(=O)NC1CCCC1)C1CCCC1)Nc1ccccn1	-0.5	-8.9	-7.5	-11.6	-5.7	3.0%	-14.9	-1.9	-4.5
O=C(CSc1ccc2nnc(-c3cccnc3)n2n1)NCC1CCCO1 (centres undefined)	0.2	1.0	-4.3	-17.0	-9.1	7.0%	-4.2	1.2	2.0
Cc1nnc(NCCN2CCOCC2)[nH]c1=O	2.7	4.6	-9.9	2.6	6.1	3.0%	-23.5	-0.4	7.5
Cc1cc(C)nc(N2CCCC(C(=O)NC(C)CCc3ccco3)C2)n1 (centres undefined)	-0.3	-3.4	3.6	-17.6	-3.2	8.0%	1.2	-2.4	22.4
Cc1cc(C)c(S(=O)(=O)N(C)CC(=O)N2CCCCC2)c(C)c1	-0.5	0.9	-7.5	-1.8	-16.7	3.0%	7.4	0.2	4.5
CC(=O)N1C(=O)N(C)C2C1N(C(C)=O)C(=O)N2C (centres undefined)	0.7	-5.0	-24.9	1.4	-2.0	2.0%	-27.1	-1.1	-16.0
O=C(Cn1cnc2c(nnn2Cc2ccccc2)c1=O)N1CCN(c2ccccc2)CC1	0.1	1.7	3.0	2.6	-24.3	0.0%	2.7	-6.0	-3.1
C=CCNc1ncnc2c1[nH]c1ccccc12	0.6	19.9	10.4	-32.8	1.2	11.0%	57.4	-2.1	-18.3
COc1ccccc1N(CN1CCCC1=O)C(=O)c1c(F)cccc1F	0.6	2.3	11.7	3.4	-5.8	3.0%	-3.8	-2.4	-2.9
COc1ccc(S(=O)(=O)CCC(=O)O)cc1	0.1	2.2	7.5	-5.7	-0.9	3.0%	-4.7	-3.1	-2.2
COc1cc(S(=O)(=O)N2CCN(c3ccccc3F)CC2)ccc1Cl	-0.3	-4.6	-1.2	9.3	-2.0	1.0%	51.8	20.9*	-10.5
COc1ccccc1NC(=O)CN1CCN(CC(=O)Nc2ccc3c(c2)OCCO3)CC1	4.8	-6.0	17.0	0.7	-10.3	3.0%	6.7	3.0	18.5
C=C(C)c1nc(N)nc(N)n1	-0.1	11.6	2.1	-0.3	0.5	2.0%	-4.5	31.7*	-2.1
COC(=O)CCn1nnc(-c2cccs2)n1	-0.4	-4.9	3.7	-0.4	5.7	1.0%	-22.7	-0.3	3.2
O=C(CSc1nnc(CCCO)n1-c1ccccc1)NCCc1ccccc1	-0.8	-10.0	-0.4	7.1	-4.6	4.0%	-1.0	-2.0	6.3
O=S(=O)(NC1CCCC1)c1ccc(S(=O)(=O)N2CCCN(Cc3ccccc3)C2)cc1	1.4	-0.6	2.6	-2.5	26.2	6.0%	.	-1.0	-2.0

Sorted by molecular weight (lowest first): some entries from above.
SMILES	5HT1E ag	5-HT1A blocker	HTR1E antagonist	MMP-13 inhibitor	RORa activator	NADH coupling	Ecoli tolC	HTR1A agonist	SF1 activator
COc1ccc(S(=O)(=O)CCC(=O)O)cc1	0.1	2.2	7.5	-5.7	-0.9	3.0%	-4.7	-3.1	-2.2
O=C(CSc1nnc(CCCO)n1-c1ccccc1)NCCc1ccccc1	-0.8	-10.0	-0.4	7.1	-4.6	4.0%	-1.0	-2.0	6.3
COc1ccccc1NC(=O)CN1CCN(CC(=O)Nc2ccc3c(c2)OCCO3)CC1	4.8	-6.0	17.0	0.7	-10.3	3.0%	6.7	3.0	18.5

Carrying on.
SMILES	5HT1E ag	5-HT1A blocker	HTR1E antagonist	MMP-13 inhibitor	RORa activator	NADH coupling	Ecoli tolC	HTR1A agonist	SF1 activator
CCCCn1c(SCc2cc(=O)[nH]c3ccccc23)nc2c1c(=O)n(C)c(=O)n2C	0.1	-18.4	-8.0	-3.1	-4.0	4.0%	-1.6	-3.1	-0.1
CC(=O)Nc1ccc(Nc2ncnc3c2cnn3-c2ccccc2)cc1	-0.9	5.3	6.9	-0.3	55.1*	9.0%	-23.9	1.2	32.9
CCCn1c(NCc2cccs2)nc2ccccc21	0.1	6.1	-21.9	1.3	-7.5	1.0%	15.1	-2.8	1.4
Clc1ccc(C2CC(c3cccs3)n3ncnc3N2)c(Cl)c1 (centres undefined)	-0.3	3.2	-4.1	3.7	8.7	1.0%	23.4	-0.8	-3.0
O=C(Nc1nccs1)C1CCCN1S(=O)(=O)c1cccc2cccnc12 (centres undefined)	0.3	-2.4	10.8	-2.6	1.1	3.0%	-0.8	-5.4	4.9
COc1ccc(-c2cc(C(F)F)n3ncc(C(=O)N4CCSCC4)c3n2)cc1	0.1	6.2	3.5	-26.2	-2.8	12.0%[fluoresces]	16.8	0.9	6.2
CCCCCCSC1=C(C#N)C(c2ccc(C)o2)CC(=O)N1 (centres undefined)	-1.5	29.3	9.3	0.5	1.0	9.0%	19.4	-1.0	10.3
Cc1ccc(CNc2nc3c([nH]2)c(=O)n(C)c(=O)n3C)cc1	0.3	8.4	16.6	4.5	12.4	2.0%	-33.6	-1.7	13.1
Cc1cccc2c1CC(C)(C)N=C2C1=C(O)CCCC1=O	0.2	-0.2	3.6	-3.1	-1.3	3.0%	-5.7	-3.6	-10.0
O=C(CSc1nnc(-c2ccccc2)o1)c1nnc(-c2ccccc2)o1	0.0	9.0	7.5	8.0	16.1	10.0%	8.6	-1.7	-2.3
CCOC(=O)N1CCN(c2cc(=O)n(-c3ccc(OC)cc3)c(=O)[nH]2)CC1	-0.1	-3.2	7.9	1.9	14.1	7.0%	-5.6	-0.8	-1.6
O=C(Cn1nnc(-c2ccncc2)n1)NCCc1ccccc1	-0.4	-6.9	-7.1	-1.7	-3.8	3.0%	-4.1	-0.8	-3.5
CN(C)c1ccc(C(c2nnnn2CCOC(=O)Nc2ccc(Cl)cc2)N2CCOCC2)cc1 (centres undefined)	0.8	18.4	5.2	-1.2	17.4	7.0%	-8.7	-1.5	-7.8
COc1ccc2[nH]c3c(N4CCN(Cc5ccc6c(c5)OCO6)CC4)ncnc3c2c1	-0.7	.	28.8*	-176.5[fluorescence artefact?]	-18.5	5.0%[fluoresces]	6.5	1.7	-23.6
CCCn1c(SCC(=O)N2CCCC2)nc2c1c(=O)n(C)c(=O)n2C	-0.8	-7.2	8.6	1.8	-12.3	7.0%	-13.8	3.1	-10.7
O=C(CSc1nccn1-c1ccc(Cl)cc1)NCc1ccc2c(c1)OCO2	1.9	-10.4	-8.4	3.7	-13.2	4.0%	24.4	-1.4	5.8
CCOC(=O)c1ccc(S(=O)(=O)N2CCN(CCC#N)CC2)cc1	0.8	0.3	1.1	5.5	-8.4	4.0%	-2.5	0.2	-1.3
CCSc1nnc(NC(=O)c2csc(C)c2)s1	-1.3	1.3	21.5	0.8	13.0	1.0%	8.6	3.2	46.3
CCCOC(=O)c1ccc(-n2nnnc2SCC(=O)N2CCCCC2)cc1	0.6	-24.0	0.4	5.3	5.6	4.0%	27.7	2.0	-18.5
COc1ccc(C2CCCN2C(=O)c2cccs2)cc1 (centres undefined)	0.1	7.3	-2.8	-2.2	-17.0	5.0%	3.7	-7.4	8.8
Nc1cc(-c2ccc(Br)cc2)[nH]n1	-0.7	14.7	12.0	6.1	22.1	4.0%	-10.7	-4.8	12.1
C=CCOC(=O)C(C#N)c1nc2ccccc2nc1N1CCCC1 (centres undefined)	0.2	6.1	21.8	-26.7	26.4	11.0%	96.4*	0.6	-3.9
COc1cccc(C(=O)N2CCN(Cc3cccc(F)c3)CC2)c1	0.7	7.9	-2.7	0.3	-9.4	6.0%	-10.1	-1.8	-1.6
CCOC(=O)c1cccc(NC(=O)CSc2nnc(CNc3ccc(C)cc3)n2CC)c1	0.0	-0.7	-4.4	-2.8	19.6	8.0%	22.6	-0.5	-2.2
Cc1ccccc1-c1nc(CS(=O)(=O)CC(=O)N2CCc3ccccc3C2)c(C)o1	1.1	8.9	0.8	-0.9	14.8	4.0%	63.0*	-1.5	7.5
O=C(NCc1ccc2c(c1)OCO2)C1CCCN(S(=O)(=O)c2cccs2)C1 (centres undefined)	0.2	-2.9	-8.5	0.7	13.7	10.0%	-5.7	0.4	19.6
CCn1c(=O)cc(OCC(=O)O)c2ccccc21	-0.3	-28.2	7.4	-3.3	1.1	5.0%	-15.4	-1.3	-6.9
CC(=O)c1cccc(NC(=O)Nc2ccc(C(=O)N3CCOCC3)cc2)c1	0.2	9.9	1.5	6.7	-5.8	1.0%	0.3	0.2	-5.5
CS(=O)(=O)N(Cc1ccco1)CC(O)Cn1c2ccccc2c2ccccc21 (centres undefined)	-0.5	21.3	-4.4	0.7	7.2	2.0%	21.5	-2.4	-0.7
Cc1ccc(N2C(=O)c3n[nH]c(C)c3C2c2ccccn2)cc1 (centres undefined)	-0.3	-0.8	3.1	2.0	3.4	8.0%	.	-2.4	-4.8
CCNc1nc(NCC)n2c(SCc3nc4ccccc4c(=O)[nH]3)nnc2n1	-0.8	11.4	52.8*	1.6	-15.0	2.0%	5.7	-2.6	37.6
